SRC2 TRFRET art – TR-FRET signal artefacts, primary screen, artefact control for PPARgamma SRC-2 agonist project, biochemical | 200,000 compounds, 0.4% hits | TR-FRET artefact counter-screen; active compounds read high | TR-FRET ratio at 8 µM | AID 1049, 2008; in the data active means TR-FRET ratio above about 2000; further: inactives centre near 1500
PPARg SRC1 recr – PPARgamma agonists recruiting SRC-1 coactivator, primary screen, biochemical. activation, % at 8 µM. Peroxisome proliferator-activated receptor gamma (Homo sapiens), P37231. 200,000 compounds, 0.41% hits. AID 631, 2007. PPARgamma-SRC-1 coactivator recruitment biochemical assay; in the data active means activation above about 19%;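 further: 0% = DMSO and 100% = reference agonist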
Target sequence (P37231 whole entry, looked up): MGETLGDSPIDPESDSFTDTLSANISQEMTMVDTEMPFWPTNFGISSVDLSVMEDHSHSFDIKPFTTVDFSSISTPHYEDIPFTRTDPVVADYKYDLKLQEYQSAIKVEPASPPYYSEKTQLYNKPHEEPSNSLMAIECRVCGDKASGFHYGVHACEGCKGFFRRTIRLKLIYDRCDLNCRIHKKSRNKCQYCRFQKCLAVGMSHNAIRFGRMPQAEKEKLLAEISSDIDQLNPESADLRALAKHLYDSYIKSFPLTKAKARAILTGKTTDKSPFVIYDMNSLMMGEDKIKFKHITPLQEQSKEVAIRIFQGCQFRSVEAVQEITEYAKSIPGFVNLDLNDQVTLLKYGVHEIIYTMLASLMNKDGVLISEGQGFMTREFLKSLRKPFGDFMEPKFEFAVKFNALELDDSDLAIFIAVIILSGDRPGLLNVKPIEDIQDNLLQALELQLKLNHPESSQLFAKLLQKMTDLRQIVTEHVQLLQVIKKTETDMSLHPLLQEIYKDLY
STAT3 activator – IL-6 driven STAT3 reporter potentiators, primary screen, U3A cells, luciferase, luminescence, MLSCN library. IL-6 STAT3-luciferase reporter; 100% = signal with IL-6 EC80 alone. activation (% of control), % at 5.6 µM. 190,000 compounds, 0.91% hits. AID 871, 2007;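 active means activation above the screen-wide mean of compound activation plus 3 SD, cut at about 130% in these data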;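 further: 0% = background luminescence of wells with medium and substrate only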
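Assay system – human STAT1-deficient U3A cells with stable STAT3-luciferase reporter · Also added – IL-6 (33 ng/mL) · Schedule – compound 1 h, then IL-6 6 h at 37 °C · Technique – reporter luminescence signal · Evaluation – % activation versus median of IL-6-stimulated wells · Benchmarks – IL-6-only wells as 100% reference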
STAT1 inh – STAT1 signaling inhibitors, primary screen, cell-based, HTS, luciferase reporter; inhibition, % at 5.5 µM; AID 920, 2007; 200,000 compounds, 0.35% hits; NIH 3T3 STAT1-luciferase reporter, IFN-gamma, luminescence;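 active means inhibition above a set limit, the mean inhibition across all tested compounds plus 3 SD, cut at about 34% in these data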;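 further: 0% = IFN-gamma with DMSO and 100% = IFN-gamma with 300 µM nifuroxazide; values of inactives mirror those of a sister screen read the other way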
bIAP inhibitor – bovine intestinal alkaline phosphatase inhibitors, primary screen, selectivity assay for TNAP inhibitor project, biochemical, bovine IAP, CDP-star luminescence | alkaline phosphatase, intestinal [Bos taurus] | purified bovine IAP, 30 min | inhibition, % at 20 µM | 190,000 tested, under 10 active;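 active means over 50% inhibition of intestinal alkaline phosphatase at 20 µM in the single-dose screen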
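System: Purified bovine intestinal alkaline phosphatase (IAP) enzyme | Input: IAP diluted 1/65,000,000 in the well | Also added: CDP-star chemiluminescent phosphatase substrate, 30 µM final | Dosing: 20 µM single dose | Times: Enzyme reaction for 30 min at room temperature | Detection: Luminescence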
PPARg SRC2 recr – agonists of PPARg-SRC-2 recruitment, primary screen, biochemical, HTS; AID 1032, 2008; PPARgamma LBD-SRC-2 recruitment; Peroxisome proliferator-activated receptor gamma (Homo sapiens), P37231; 200,000 compounds, 0.34% hits; activation, % at 8 µM; in the data active means activation above about 22%;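 further: 0% = vehicle and 100% = reference agonist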
STAT3 inh – IL-6 driven STAT3 reporter inhibitors, primary screen, U3A cells, luciferase, luminescence, MLSCN library; IL-6 STAT3-luciferase reporter; host cell line lacks STAT1; inhibition, % at 5.5 µM; 190,000 compounds, 0.89% hits;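 active means inhibition above the mean inhibition across all screened compounds plus 3 SD, cut at about 44% in these data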;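 further: 0% = DMSO only wells and 100% = 100 µM nifuroxazide control wells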
PPARg SRC-3 ag – PPARgamma agonists recruiting SRC-3 coactivator, primary screen, biochemical; 200,000 compounds, 0.26% hits; activation, % at 8 µM; Peroxisome proliferator-activated receptor gamma (Homo sapiens), P37231; biochemical PPARgamma/SRC-3 coactivator recruitment assay; AID 731, 2007; in the data active means activation above about 23%;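 further: 0% = DMSO and 100% = reference agonist; some compounds past the cut are filed as inactive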
bIAP act – bovine intestinal alkaline phosphatase activators, primary screen, biochemical, bovine IAP, CDP-star luminescence; alkaline phosphatase, intestinal [Bos taurus]; purified bovine IAP, 30 min; active compounds read high; fold of DMSO-control signal, blank-subtracted; activation factor at 20 µM; 200,000 compounds, 0.17% hits; AID 1016, 2008;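 active means activation factor of 2 or more at 20 µM, a signal rise over negative controls twice the positive control's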
TNAP act hi DEA – TNAP activators at high phosphate acceptor level, primary screen, biochemical, luminescence, uHTS; AID 1136, 2008; purified TNAP, CDP-star luminescence, 1 M DEA, 30 min; active compounds read high; 0 = EDTA background, 1 = DMSO-only activity; activation factor at 20 µM; Alkaline phosphatase, tissue-nonspecific isozyme (Homo sapiens), P05186; 200,000 tested, under 10 active;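 active means activation factor at least 2 at 20 µM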
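Dosing: 20 µM single point. System: human TNAP. Amount: TNAP 1/800 final. Incubation: 30 min, room temperature. Read-out: TNAP activation factor scaled between EDTA and DMSO control wells. Signal: luminescence from CDP-star hydrolysis. Medium: 1 M DEA, pH 9.8, Mg2+, Zn2+. Control set: EDTA negative control, DMSO positive control.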
ROMK primary – ROMK potassium channel modulators, primary screen, cell-based, thallium flux, MLSMR library | ATP-sensitive inward rectifier potassium channel 1 (Homo sapiens), P48048 | Tet-inducible ROMK, thallium flux fluorescence; actives lie on both sides | B-score at 10 µM | 130,000 compounds, 2% hits | AID 1918, 2009;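 active means signal ratio slope over the read window, or its plate-corrected B-score, at least 3 SD from the plate mean, either direction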;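 further: B-score of the F/F0 ratio slope over 7 to 12 s after thallium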
Target sequence (P48048 whole entry, looked up): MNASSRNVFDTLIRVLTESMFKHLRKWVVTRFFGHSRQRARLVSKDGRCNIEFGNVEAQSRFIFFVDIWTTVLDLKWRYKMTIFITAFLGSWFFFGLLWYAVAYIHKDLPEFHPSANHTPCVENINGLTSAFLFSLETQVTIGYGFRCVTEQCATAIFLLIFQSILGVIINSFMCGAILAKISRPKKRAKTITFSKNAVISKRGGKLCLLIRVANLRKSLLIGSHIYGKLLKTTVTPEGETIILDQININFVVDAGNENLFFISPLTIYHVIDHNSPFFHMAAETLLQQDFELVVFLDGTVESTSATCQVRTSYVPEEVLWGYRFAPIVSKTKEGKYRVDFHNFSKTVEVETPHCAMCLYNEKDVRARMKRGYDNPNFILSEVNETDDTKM
The depositor's hits bear a star; / = no result given.

SMILES	SRC2 TRFRET art	PPARg SRC1 recr	STAT3 activator	STAT1 inh	bIAP inhibitor	PPARg SRC2 recr	STAT3 inh	PPARg SRC-3 ag	bIAP act	TNAP act hi DEA	ROMK primary
Cn1ncc([N+](=O)[O-])c1C(=O)Nc1ccc(-c2nc3ccccc3[nH]2)cc1	1544	6	80	-20	22	7	30	9	0.8	1	/
N#Cc1ccc(CSc2nnc(NC(=O)C3CC(=O)N(c4ccc5c(c4)OCCO5)C3)s2)cc1 (centres undefined)	1567	3	101	0	4	-1	-3	1	1	1	0.041
CN(C)S(=O)(=O)Oc1cccc(C(=O)Nc2ccccc2Cl)c1	1394	-5	95	-19	13	8	6	-1	0.9	1	/
CCc1cccc(OCCCCN(CC)CC)c1	1585	3	101	0	9	11	5	-2	0.9	1	-0.4
COc1cccc(CNC(=S)NC2CC2)c1	1431	5	98	1	-4	0	7	1	1	1	-1.4
Cc1cc(NC(=O)CSc2ccc(-c3cccc([N+](=O)[O-])c3)nn2)no1	1515	5	101	10	1	5	7	5	1	1	0.14
CCOCc1cc(C2NC(=O)NC(C)=C2C(=O)OCC)ccc1OC (centres undefined)	1644	3	100	-2	0	0	2	-13	1	1	0.42
O=C(N/C(=C/C=C\c1ccccc1)C(=O)N1CCOCC1)c1ccc(Br)cc1	1451	2	98	1	-7	6	8	-5	1.1	1	0.84
Cc1c(-c2nc(-c3cccnc3)no2)cccc1[N+](=O)[O-]	1592	4	109	-23	4	1	-4	-1	1	1	-0.91
CCOc1ccc(N2CC(C(=O)NCCc3ccc(OC)c(OC)c3)CC2=O)cc1 (centres undefined)	1554	0	91	5	5	8	13	-1	1	1	0.066
COc1ccc(CNCCNC(=O)c2cccs2)c(OC)c1OC	1452	4	89	0	-5	10	17	6	1	1.1	-0.17
O=C(CCc1ccccc1)Nc1nc2n(n1)C(c1ccc(Cl)cc1)CC(=O)N2 (centres undefined)	1601	-2	107	9	7	-8	-6	2	0.9	1	/
CN(c1ccccc1)S(=O)(=O)c1cc(Cl)ccc1Cl	1649	9	104	4	28	4	4	4	0.7	0.9	-0.28
CCOC(=O)c1c(-c2ccccc2)csc1NC(=O)CSc1nc(N)cc(N)n1	1704	-2	101	0	0	-3	-1	3	1	1	-0.058
CCN(CC)CCNC(=S)Nc1ccc(F)cc1	1523	7	99	-7	-14	13	3	5	1.1	1	0.79
CCOC(=O)Cc1csc(NC(=O)C(C)Oc2ccc3c(C)cc(=O)oc3c2)n1 (centres undefined)	1539	9	87	17	-7	2	20	3	1.1	1	-1.7
CCN(CC)S(=O)(=O)c1ccc(NC(=O)Cc2cccs2)cc1	1614	0	97	-4	46	0	11	-4	0.5	1	-0.31
CC(C)NC(=S)N1CCN(C(c2ccccc2)c2ccccc2)CC1	1534	-2	105	7	9	8	-7	3	0.9	1	/
C=CCn1c(-c2csc3ccccc23)n[nH]c1=S	1523	3	95	-3	-20	4	7	-2	1.2	0.9	-1.1
CCOC(=O)c1cnc2sc3c(n2c1=O)CCCC3	1626	6	93	19	-1	1	12	-6	1	1.1	1
CC1(C)Cc2ccccc2C(N/N=C/c2cccc(F)c2)=N1	1366	5	83	0	8	-2	25	2	0.9	1.1	-0.94
CCCn1c(=O)c(C(=O)NNS(=O)(=O)c2ccc(C)cc2)c(O)c2ccccc21	1497	-2	102	-11	31	-7	0	-1	0.7	1	/
O=C(NCc1ccc(F)cc1)c1c2c(nc3ccccc13)CCN(Cc1ccccc1)C2	1852	10	111	-1	2	-1	-9	1	1	1	/
O=C(CCc1ccccc1)Nc1nncs1	1557	1	97	7	0	4	8	4	1	1	/
COc1ccc(C(=O)CSc2nnc(C(CO)NC(=O)c3ccc(OC)cc3)n2C)cc1 (centres undefined)	1512	-1	106	7	2	3	-4	3	1	1	-0.51
O=C(COC(=O)CNC(=O)c1cccc([N+](=O)[O-])c1)Nc1nc2ccccc2s1	1664	3	103	-5	1	8	0	-3	1	1	0.8
CCCn1c(NCc2ccco2)nc2ccccc21	1564	3	98	3	11	4	5	2	0.9	1	/
O=C1c2ccccc2-c2nc3ccccc3nc21	1484	10	104	-35	21	0	-8	10	0.8	1.1	-0.48
O=C(NC(=S)N1CCN(c2ccc(Cl)cc2[N+](=O)[O-])CC1)c1ccco1	1423	9	99	-1	27	-7	4	2	0.7	0.9	/
Cc1c(C(=O)C(=O)NCCCn2ccnc2)c2ccccc2n1C	1567	2	96	11	1	3	10	3	1	1.1	/
Cc1cccc(NC(=S)NCc2ccc3[nH]c4c(c3c2)CCCC4)c1	1411	5	104	-8	17	0	-5	3	0.8	1	0.58
COc1ccc(OCC(=O)NNC(=O)c2cccc(C)c2)cc1	1396	-5	102	-3	-28	4	-1	-2	1.3	1	-0.58
O=C(Nc1nccs1)[C@@H]1CCCN1C(=O)c1cccs1	1696	4	94	-3	5	-1	14	3	0.9	1.1	-0.62
N/C(=N\OS(=O)(=O)c1ccccc1)c1cccnc1	1509	2	108	-9	8	5	-7	2	0.9	1	/
CCc1ccccc1NC(=O)CSc1nc2n[nH]c(C)c2c(=N)n1-c1cccc(OC)c1	1695	13	86	0	6	14	20	0	0.9	1	/
O=[N+]([O-])c1ccc2c(c1)C(N1CCOCC1)/C(=C/COc1ccc(F)cc1)O2 (centres undefined)	1546	12	104	0	0	11	3	14	1	0.9	/
O=C(Nc1ccc2c(c1)OCCO2)c1cc2sccc2n1Cc1ccc(F)cc1	1828	7	93	-15	1	14	12	12	1	1.1	/
O=C(CSc1nnc(NC(=O)c2ccc(S(=O)(=O)N3CCOCC3)cc2)s1)Nc1ccccc1C(F)(F)F	1504	-6	106	-1	-13	3	-7	-4	1.1	1	0.07
CCn1c(COc2ccccc2C)nc2ccccc21	1577	-3	93	-28	-2	-5	12	14	1	1	1.1
Cc1nn(-c2ccccc2)c(N2CCCC2)c1/C=N/NC(=S)Nc1ccccc1C(F)(F)F	1451	9	106	4	-2	-7	-5	-3	1	1	0.46
O=C(c1ccccc1-n1cccn1)N1CCc2c([nH]c3ccccc23)C1c1ccccn1 (centres undefined)	1637	8	103	-14	-11	-2	3	5	1.1	1.1	-0.57
CC(=O)Nc1ccc(NC(=O)CSc2nnc(COc3ccccc3C)n2CC2CCCO2)cc1 (centres undefined)	1559	1	99	-6	-4	1	10	2	1	1	-0.13
COc1ccc(/C=C(/C#N)C(=O)Nc2cccnc2)cc1OC	1601	4	93	3	3	2	7	4	1	1	0.81
O=C(Nn1c(-c2ccc(Br)cc2)nc2ccccc2c1=O)c1ccncc1	1646	6	97	-6	6	6	8	7	0.9	1	1
Cc1nn(-c2ccc([N+](=O)[O-])cc2)c2c1C(c1ccc(OC(F)F)cc1)N1C(=N2)C(=O)Nc2ccccc21 (centres undefined)	1485	0	95	-3	9	4	12	9	0.9	0.9	1.2
O=[N+]([O-])c1cc(S(=O)(=O)N2CCCC2)ccc1N/N=C/c1cccnc1	1566	-7	102	4	-18	-5	-3	-2	1.2	0.9	/
CCCN(CC1CC1)C(=O)CSc1nnc(-c2cc(-c3cccs3)nc3ccccc23)o1	1516	1	85	0	-4	0	23	4	1	1	1.1
COc1cccc(CN2CCN(C3CCN(c4ccccc4F)CC3)CC2CCO)c1 (centres undefined)	1434	-3	100	-1	-3	-3	2	3	1	1	-0.95
Cc1cc(Cl)ccc1OCC(=O)OCC(=O)Nc1ccc(F)c([N+](=O)[O-])c1	1400	0	99	-13	2	6	0	0	1	0.9	0.95
CCOc1cc(NC(=S)NCCc2ccccc2)c(OCC)cc1NC(C)=O	1434	0	109	-4	8	-3	-8	0	0.9	1	0.045
COC(=O)c1ccccc1NC(=O)C1CCC(=O)N1S(=O)(=O)c1ccc(C)cc1 (centres undefined)	1447	6	104	2	4	-2	3	4	1	0.9	-0.046

Assay outcomes as filed in PubChem.

No enrichment for hits; about 3.7% have a hit in one of these screens.
